Mdm2-MdmX inh = inhibitors of human Mdm2-MdmX association, primary screen, cell-based, luminescence, split luciferase, SaOS-2, uHTS; Protein Mdm4 (Homo sapiens) + E3 ubiquitin-protein ligase Mdm2 (Homo sapiens), …; SaOS-2 split-luciferase Mdm2/MdmX complementation; inhibition, % at 8 µM; hit rate 3% among 330,000;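 active means inhibition of at least 50% at 8 µM in the primary screen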
Target sequence (O15151 whole entry, looked up): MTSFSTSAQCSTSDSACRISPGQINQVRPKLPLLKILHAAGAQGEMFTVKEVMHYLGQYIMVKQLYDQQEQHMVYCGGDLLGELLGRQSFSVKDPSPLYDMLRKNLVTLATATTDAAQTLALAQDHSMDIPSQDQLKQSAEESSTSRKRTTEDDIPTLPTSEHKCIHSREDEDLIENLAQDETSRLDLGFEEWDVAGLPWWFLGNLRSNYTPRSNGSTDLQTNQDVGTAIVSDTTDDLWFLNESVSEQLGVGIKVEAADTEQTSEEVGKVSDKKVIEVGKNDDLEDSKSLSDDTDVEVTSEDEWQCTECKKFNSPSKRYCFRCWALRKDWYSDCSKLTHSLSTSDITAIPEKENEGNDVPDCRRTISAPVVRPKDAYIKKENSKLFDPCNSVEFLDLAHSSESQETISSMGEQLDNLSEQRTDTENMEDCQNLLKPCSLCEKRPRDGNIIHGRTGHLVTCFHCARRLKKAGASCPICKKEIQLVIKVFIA
Target sequence (Q00987 whole entry, looked up): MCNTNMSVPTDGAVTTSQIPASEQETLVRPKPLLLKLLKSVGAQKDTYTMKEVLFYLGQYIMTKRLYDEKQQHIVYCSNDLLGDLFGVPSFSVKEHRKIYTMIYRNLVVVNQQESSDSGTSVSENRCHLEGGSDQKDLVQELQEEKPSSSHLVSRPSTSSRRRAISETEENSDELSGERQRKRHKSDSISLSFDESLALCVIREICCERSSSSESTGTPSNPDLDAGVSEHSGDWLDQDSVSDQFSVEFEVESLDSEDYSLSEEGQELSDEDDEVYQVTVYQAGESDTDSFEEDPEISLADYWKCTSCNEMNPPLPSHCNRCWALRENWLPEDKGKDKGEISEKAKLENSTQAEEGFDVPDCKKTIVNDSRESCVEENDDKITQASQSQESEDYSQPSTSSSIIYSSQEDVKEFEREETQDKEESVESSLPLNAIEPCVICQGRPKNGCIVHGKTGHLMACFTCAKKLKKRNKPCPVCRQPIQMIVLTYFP
Gli-Sufu block = Gli-Sufu pathway antagonists, primary screen, luciferase luminescence, Sufu-KO-LIGHT cells, uHTS. Sufu-KO-LIGHT fibroblasts, Gli luciferase reporter luminescence. inhibition, % at 5 µM. hit rate 0.74% among 340,000. AID 588413, 2011;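 active means inhibition above about 55%, limit read from the data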;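 further: 0% = DMSO-treated cells and 100% = wells with medium but no cells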
UPR XBP1 act = activators of adaptive XBP1 UPR arm, primary screen, cell-based, CHO-XBP1 luciferase reporter, luminescence, uHTS | IRE1-XBP1 UPR activation; percent of tunicamycin response, DMSO as zero | activation, % at 20 µM | hit rate 0.33% among 330,000 | AID 463104, 2010;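 active means versus positive control, 20 µM dose yields 30% or more activation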;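 further: 100% = tunicamycin at 10 µg/mL and 0% = DMSO only wells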
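Material: CHO-XBP1 cells stably carrying IRE1-XBP1-driven luciferase reporter | Medium: F12 with 10% serum | Compound dosing: 20 µM single concentration, DMSO 1% | Incubation: Overnight seeding at 37 °C, 6 h compound treatment at 37 °C | Detection: Steady-Glo luminescence read | Read-out basis: % activation of reporter signal versus tunicamycin and DMSO controls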
EBI2 antag = EBI2 receptor antagonists, beta-arrestin recruitment, primary screen, cell-based, luminescence, 7a,25-OHC stimulation, uHTS | 7a,25-OHC stimulated | inhibition, % at 5 µM | G-protein coupled receptor 183 (Homo sapiens), P32249 | hit rate 0.81% among 360,000; in the data active means inhibition above about 38%;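 further: enzyme fragment complementation signal reports receptor beta-arrestin coupling in cells; 0% = agonist plus DMSO wells and 100% = wells without agonist; some results beyond the cut were filed as inactive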
CXCR6 inh = CXCR6 receptor inhibitors, primary screen, cell-based, beta-arrestin, luminescence, CHO-K1 PathHunter, 1536-well; C-X-C chemokine receptor type 6 (Homo sapiens), O00574; inhibition, % at 20 µM; hit rate 0.36% among 360,000; in the data active means inhibition above about 34%, passing the limit was not always enough;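 further: antagonist mode with CXCL16 agonist at 10 nM final; 0% = 10 nM CXCL16 with DMSO and 100% = unstimulated wells without agonist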
CCR6 antag = CCR6 receptor antagonists, primary screen, cell-based, CHO-K1, luminescence, beta-arrestin, uHTS | C-C chemokine receptor type 6 (Homo sapiens), P51684 | CHO-K1 CCR6 PathHunter beta-arrestin, CCL20-stimulated | inhibition, % at 20 µM | hit rate 0.49% among 340,000 | AID 493098, 2011;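 active means compounds whose inhibition of the agonist-driven luminescence signal at 20 µM reaches about 50%, limit read from the data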;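 further: cells stimulated with CCL20 at 14 nM final; plate controls were DMSO with CCL20 for no effect and DMSO without agonist for full effect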
697 NFkB inh = inhibitors of PMA/ionomycin-induced NF-kB reporter, 697 cells, primary screen, B-cell NF-kB inhibitor project, cell-based, luminescence, uHTS | inhibition, % at 4 µM | 697 B-cell NF-kB luciferase reporter, 16 h | hit rate 0.33% among 330,000; in the data active means inhibition above about 35%
Jurkat NFkB inh = inhibitors of induced NF-kB luciferase reporter, primary screen, TCR NF-kB activation inhibitor project, cell-based, luminescence, uHTS; AID 435003, 2010; inhibition, % at 4 µM; Jurkat, PMA/ionomycin-induced NF-kB luciferase reporter; hit rate 0.53% among 330,000; in the data active means inhibition above about 50%
UPR CHOP act = activators of apoptotic CHOP UPR arm, primary screen, cell-based, CHO-CHOP luciferase reporter, luminescence, uHTS; UPR activation; percent of tunicamycin response over DMSO baseline; activation, % at 10 µM; hit rate 0.34% among 330,000; AID 449763, 2010;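 active means at 10 µM dose, activation of 40% or more, normalized to positive control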;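 further: 100% = tunicamycin at 10 µg/mL and 0% = DMSO alone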
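Test system: CHO-CHOP cells, stable luciferase reporter of PERK-eIF2a-CHOP signalling | Quantity: 500 CHO-CHOP cells per well | Buffer or medium: F12 plus 10% serum | Compound dosing: 10 µM single point, 0.5% DMSO | Schedule: 6 h compound treatment, 37 °C | Signal: Luciferase luminescence | Control set: Tunicamycin high control, DMSO low control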
An asterisk follows results filed as active; . = not tested or not shown; & = joins results of further samples.

SMILES	Mdm2-MdmX inh	Gli-Sufu block	UPR XBP1 act	EBI2 antag	CXCR6 inh	CCR6 antag	697 NFkB inh	Jurkat NFkB inh	UPR CHOP act
Cc1cc(NC(=O)c2ccc(Br)c(S(=O)(=O)N3CCCC3)c2)no1	22	6	-1	-3	-2	-2	-4	14	1.0
CCCCCn1c(CN2CCCCC2CC)nc2c1c(=O)n(C)c(=O)n2C (stereo not drawn)	8	20	-2	1	7	16	5	5	3.1
O=C(c1ccc(S(=O)(=O)N2CCCC2)cc1)N1CCN(c2ccccc2F)CC1	18	-1	0	9	-3	-12	0	-1	1.3
C=CCn1c(=NC(=O)C2COc3ccccc3O2)sc2cccc(OC)c21 (stereo not drawn)	26	-20	-2	9	-6	16	5	10	0.8
NC(=O)c1ccc(NC(=O)CN2C(=O)NC(c3ccccc3)(c3ccccc3)C2=O)cc1	-35	7	-3	-2	2	-2	0	-14	0.6
COc1ccc(NC(=O)N(C)C[C@H]2Oc3c(NC(=O)C4CC4)cccc3C(=O)N([C@H](C)CO)C[C@@H]2C)cc1	-16	15	-1	-16	2	5	19	1	-0.6
COc1ccc(/C=C2\CCCC3C2=NN(C(=O)c2scnc2C)C3c2ccc(OC)cc2)cc1 (stereo not drawn)	30	6	3	30	8	8	0	41	1.0
CCOc1ccc(NC(=O)Nc2cccc(C)n2)cc1	6	-16	2	-1	2	0	-56	-36	4.8
O=C(NCC(c1ccco1)N1CCCCC1)c1cccs1 (stereo not drawn)	21	3	4	-3	3	5	-13	-13	-0.3
CCc1cccc(NC(=O)C2CCCC2)c1	-21	-2	0	-8	1	5	3	2	-0.3
COc1cc(OC)cc(C(=O)Nc2ccc(C(=O)Nc3ccccc3OC)cc2)c1	42	13	-4	10	-2	10	16	9	0.6
Cc1nc(CSc2nnc3scc(-c4ccccc4)n23)cs1	28	5	-4	0	4	-4	11	8	0.7
CC(C)(C)[C@@H]1C=C(C(=O)N2CCOCC2)O[C@H](OCc2ccc(CO)cc2)C1	-3	-8	0	-5	-4	5	-99	-98	-0.6
CN(C)c1ccc(Cl)cc1N	11	1	2	-1	7	5	12	0	2.0
CCSc1nnc(N)s1	4	-11	0	-20	1	1	-11	-8	0.5
Cc1c(Cl)cccc1NC(=O)Nc1cc(C(C)(C)C)on1	11	30	1	10	-14	-14	-23	-52	-1.2
CCc1ccc(NC(=O)CSc2nc(=O)n(CCCN3CCOCC3)c3c2CCC3)cc1	21	9	-2	-2	0	9	-25	-4	2.4
CC(=O)Nc1cccc(OCCCNS(=O)(=O)c2ccc(F)cc2)c1	20	0	-3	-7	-11	-1	0	8	1.0
CCOc1ccc(C(=O)NC(Cc2ccccc2)C(=O)OC)cc1 (stereo not drawn)	-33	-29	-1	-3	2	-2	-13	-14	5.6
Cc1ccc(-n2c(CSc3nc(C)cc(C)n3)n[nH]c2=S)cc1	8	1	-2	2	-3	8	24	5	5.5
O=C(NCCCn1ccnc1)C(=O)NCC1OCCCN1S(=O)(=O)c1ccccc1 (stereo not drawn)	-2	-21	0	-8	7	-13	2	-13	-0.3
CCNS(=O)(=O)c1cc(S(C)(=O)=O)ccc1Cl	4	-2	1	-7	-1	-4	-5	-15	-1.9
CCOc1cc(/C=N/NC(=O)CN2CCOCC2)ccc1OCc1ccc(Cl)cc1	17	-4	-1	1	4	10	8	-14	-0.2
CCn1cc(C2=NC(C)CO2)c2ccccc21 (stereo not drawn)	4	2	0	-2	10	15	-5	-8	-1.9
COCCn1c(SCC(=O)OC(C)C)nnc1-c1ccccc1	-18	3	0	-5	7	9	1	7	0.8
Cc1ccc(N2CC(C(=O)Nc3cccc(C(=O)NC4CC4)c3)CC2=O)cc1 (stereo not drawn)	-16	7	-3	8	2	3	5	-5	-0.9
COC(=O)C1=C(C)N=c2s/c(=C/c3cccs3)c(=O)n2C1c1ccc(F)cc1 (stereo not drawn)	-7	11	-1	-4	9	8	1	3	-1.4
Cc1ccc(CNC(=O)CCNC(=O)Cn2ccc3ccccc3c2=O)cc1	-35	2	3	4	5	-5	18	0	1.1
COc1ccccc1C(=O)Nc1nc(-c2ccc3c(c2)OCCO3)cs1	17	-4	-1	4	-2	1	17	-4	-4.7
CCOc1ccc(NC(=O)NCCCn2c(C)nc3cc(C)c(C)cc32)cc1	23	14	-1	5	-6	9	8	8	3.1
COc1ccc(S(=O)(=O)Nc2ccc3c(c2)C(=O)N([C@@H](C)CO)C[C@H](C)[C@H](CN(C)CC2CC2)O3)cc1	11	-7	-1	-3	-1	8	6	11	-1.1
OCCSc1ncnc2c1oc1ccccc12	-3	1	7	-7	1	11	-10	-25	-2.5
O=C(Nc1ccc(N2CCN(C(=O)c3cccs3)CC2)cc1)c1cccnc1Cl	-22	-4	2	-9	-7	4	-12	4	-1.4
CCOc1ccccc1N1CCN(C(=O)c2c(-c3ccccc3Cl)noc2C)CC1	16	-6	-2	9	7	-7	-5	3	-1.3
OCC1(CCc2ccccc2)CCN(C/C=C/c2ccccc2)CC1	-1	12	0	-1	16	3	3	10	0.7
CN(Cc1ccc(C(C)(C)C)cc1)C(=O)c1ccc2c(=O)n3c(nc2c1)CCC3	12	4	-2	-5	0	-5	-50	-24	6.4
CCc1nnc(NC(=O)CN2CCN(Cc3cccc(OC)c3)CC2)s1	16	2	-6	-12	-9	2	14	10	0.4
COc1ccc(S(=O)(=O)N2CCC(C(=O)Nc3ccc4c(c3)OCCO4)CC2)cc1OC	8	-17	0	2	2	22	3	0	0.4
CCOC(=O)N1CCN(C(=O)c2ccccc2N(Cc2ccccc2)S(=O)(=O)c2ccc(OC)cc2)CC1	47	-1	7	4	-3	0	-3	21	-0.7
O=C(NCc1cccs1)c1cc(-c2ccccc2)nn1CC1CC(c2cccc([N+](=O)[O-])c2)=NO1 (stereo not drawn)	6	1	0	4	-2	10	-1	-3	1.8
CC1(C)CC(=O)C=C(c2ccc3ccccc3c2)C1	6	-28	2	12	0	10	-1	-25	2.9
CCCCCOc1ccc(N2C(=O)C(C)CNC2=S)cc1 (stereo not drawn)	9	.	1	.	.	.	17	13	1.1
Cc1ccc(C(=O)Nc2cccc(C(=O)NCc3ccco3)c2)cc1	37	11	-2	-2	0	-6	-10	1	2.3
O=C(O)C(CCCCNS(=O)(=O)c1ccc(F)cc1)NS(=O)(=O)c1ccc(F)cc1 (stereo not drawn)	-1&-6	3&-7	-2&0	-6&-7	6&3	3&4	10&-8	-4&-13	4.5&0.9
Cc1ccc(S(=O)(=O)N(C)C[C@@H]2Oc3ccc(NC(=O)CCC(F)(F)F)cc3CC(=O)N([C@@H](C)CO)C[C@@H]2C)cc1	59*	10	7	-3	-4	-3	-38	-5	-0.7
Nc1cccc(-n2nncc2-c2ccccc2)c1	-1	-1	2	7	5	10	21	0	-0.9
Cc1cccc(N2CC(C(=O)OCC(=O)c3c(N)n(CC(C)C)c(=O)n(C)c3=O)CC2=O)c1C (stereo not drawn)	-2	4	-1	-17	-10	-2	-45	-11	0.4
Cc1ccc([N+](=O)[O-])cc1N(CC(=O)N1CCCCC1)S(C)(=O)=O	20	3	1	-5	-3	13	5	15	-0.8
COc1cccc(NC(=O)CN(C)CC(=O)c2c(C)[nH]c3ccccc23)c1	4	3	-4	-1	-11	7	-5	-2	-1.1
CCCC1S/C(=N/N=C/c2cccs2)NC1=O (stereo not drawn)	11	-1	-4	-1	-7	-12	16	5	-2.2
CC(C)CN1C(=O)c2ccc(NC(=O)c3cccs3)cc2C1=O	-25	-36	6	7	7	18	-53	-25	5.1
CC1=C(C(=O)N2CCCC(N3CCN(c4cccc(C(F)(F)F)c4)CC3)C2)OCCO1 (stereo not drawn)	17	5	-6	-6	-6	1	9	-5	0.9
CCCN(C(=O)C1CCN(S(=O)(=O)c2ccc(OC)c(OC)c2)CC1)C1CCS(=O)(=O)C1 (stereo not drawn)	33	-1	-2	-10	5	10	22	5	-0.6
CC(C)N(Cc1ccccc1)S(=O)(=O)c1ccc(Cl)nc1	-1	11	3	-3	-4	16	8	3	1.1
c1csc(Cc2nn3c(-c4n[nH]c5c4CCC5)nnc3s2)c1	15	-9	2	-14	4	-2	-6	-4	0.4
N/C(=N/O)c1cccn1Cc1ccccc1[N+](=O)[O-]	7	-11	-2	3	10	-3	-11	-8	1.8
CCOc1ccc(/C=N\NC(=O)CC(=O)NCCc2ccccc2)cc1	2	-3	-4	-11	-2	-1	14	-4	-0.8
CN(Cc1ccccc1)C1=CC(=[N+]2CCCC2)CC(C)(C)C1	43	91*	2	-2	-2	1	19	62*	-1.4
CCNC(=O)c1sc2cc(C)ccc2c1Cl	-38	-36	4	0	5	15	-14	-41	2.9
CC1CC(C)CN(CCCNC(=O)CN2C(=O)c3cccnc3Oc3ccccc32)C1 (stereo not drawn)	18	6	-6	3	0	8	-59	-19	-1.5

3 compounds drawn at random from the list so far, as already listed:
SMILES	Mdm2-MdmX inh	Gli-Sufu block	UPR XBP1 act	EBI2 antag	CXCR6 inh	CCR6 antag	697 NFkB inh	Jurkat NFkB inh	UPR CHOP act
CCCCCOc1ccc(N2C(=O)C(C)CNC2=S)cc1 (stereo not drawn)	9	.	1	.	.	.	17	13	1.1
CCOc1ccc(/C=N\NC(=O)CC(=O)NCCc2ccccc2)cc1	2	-3	-4	-11	-2	-1	14	-4	-0.8
Cc1ccc([N+](=O)[O-])cc1N(CC(=O)N1CCCCC1)S(C)(=O)=O	20	3	1	-5	-3	13	5	15	-0.8

Remaining list, next part:
SMILES	Mdm2-MdmX inh	Gli-Sufu block	UPR XBP1 act	EBI2 antag	CXCR6 inh	CCR6 antag	697 NFkB inh	Jurkat NFkB inh	UPR CHOP act
CCOC(=O)C1=C(COC(=O)Cc2c(F)cccc2Cl)NC(=O)NC1C (stereo not drawn)	13	-5	3	-7	3	7	21	13	0.6
C#CCCOC(=O)N1C2=NC(C(=O)OC)=C(C(=O)OC)[C@@H]3N(C)c4ccccc4[C@]23C[C@H]1CO	-14	-7	-1	5	4	12	9	-6	0.3
O=C(CC1S/C(=N/N=C/c2ccco2)NC1=O)Nc1cccc(Cl)c1Cl (stereo not drawn)	-8	3	-2	6	-4	16	13	0	0.5
Cc1cccc(CSc2nc3ccncc3n2CC(=O)Nc2cc(C)cc(C)c2)c1	37	-5	-3	11	8	17	6	6	0.1
C/C(=C\c1ccccc1)C(=O)NCCc1ccccc1	-168	-110	-3	1	0	9	-160	-136	2.0
Cc1ccc(C(=O)NCc2ccc(Cl)c(Cl)c2)o1	4	3	-2	6	6	0	2	-2	0.3

Bioassay records from PubChem BioAssay.

An unsorted share of the library, and some 5% of all compounds hit somewhere here.
